Bcl-2 Bim block: inhibitors of Bim-Bcl-2 interaction, human; inhibition, % at 10 µM; Bead-based flow cytometry, Bim peptide-Bcl-2 binding; hit rate 0.06% among 190,000; P10415; in the data active = inhibition above about 40%; inconclusive = no clear call, values can overlap the other calls;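 note: 0% = no compound wells with probe peptide and 100% = reference peptide inhibitor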
RGS7-Gao: human RGS7-Galphao interaction regulation; P09471; Multiplexed bead flow cytometry, RGS7-Galphao binding; actives lie on both sides; binding response (% of control), % at 10 µM; hit rate 0.35% among 220,000; AID 1439; in the data active = binding response below about 49% or above about 150%; inconclusive = no clear call, values can overlap the other calls; inactive = in between;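 note: fluorescent Galphao held in activated GDP-AlF4 state binding bead-coupled RGS7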
Target sequence (P09471 whole entry, looked up): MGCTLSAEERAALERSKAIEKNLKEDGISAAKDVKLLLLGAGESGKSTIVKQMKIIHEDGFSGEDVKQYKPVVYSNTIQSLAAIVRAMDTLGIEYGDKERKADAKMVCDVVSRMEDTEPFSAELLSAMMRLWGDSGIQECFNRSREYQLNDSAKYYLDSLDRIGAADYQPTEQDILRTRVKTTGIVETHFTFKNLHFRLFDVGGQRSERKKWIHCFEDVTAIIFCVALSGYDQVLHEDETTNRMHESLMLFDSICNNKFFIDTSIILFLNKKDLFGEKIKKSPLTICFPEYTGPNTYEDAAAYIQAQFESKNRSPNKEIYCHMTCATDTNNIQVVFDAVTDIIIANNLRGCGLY
Bcl-B Bim block: inhibitors of Bim-Bcl-B interaction, human; Q9HD36; bead-based flow cytometry, Bim peptide-Bcl-B binding; inhibition, % at 10 µM; hit rate 0.073% among 190,000; AID 951;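 note: 0% = tracer peptide without compound and 100% = reference inhibitor peptide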
Target sequence (Q9HD36 whole entry, looked up): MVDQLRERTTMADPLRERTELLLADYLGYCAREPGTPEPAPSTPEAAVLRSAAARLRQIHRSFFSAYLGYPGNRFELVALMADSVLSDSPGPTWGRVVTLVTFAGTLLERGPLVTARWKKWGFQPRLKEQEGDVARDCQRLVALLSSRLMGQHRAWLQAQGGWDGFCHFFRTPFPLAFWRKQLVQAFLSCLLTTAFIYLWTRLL
RGS8-Gao: regulators of human RGS8-Galphao interaction. multiplexed bead flow cytometry, RGS8-Galphao binding; actives lie on both sides. AID 1423. response (percent of control binding), % at 10 µM. hit rate 0.34% among 220,000. P09471; in the data active = response below about 60% or above about 140%; inactive = in between;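 note: Galphao activated as the GDP aluminium fluoride complex binding bead-coupled RGS8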
Bcl-XL Bim block: human Bim-Bcl-XL interaction inhibition | Q07817 | Bim peptide-Bcl-XL binding, bead flow cytometry, fluorescence | inhibition, % at 10 µM | hit rate 0.04% among 190,000 | AID 1007
Target sequence (Q07817 whole entry, looked up): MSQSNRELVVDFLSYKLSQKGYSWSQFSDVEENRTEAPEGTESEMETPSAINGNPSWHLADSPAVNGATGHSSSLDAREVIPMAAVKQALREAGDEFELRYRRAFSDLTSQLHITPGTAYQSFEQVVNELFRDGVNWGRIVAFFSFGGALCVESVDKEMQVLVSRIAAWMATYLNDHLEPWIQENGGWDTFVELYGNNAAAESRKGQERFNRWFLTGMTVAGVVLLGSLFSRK
ABCG2 block: human ABCG2 inhibition, ABCB1 as counter-screen; hit rate 0.1% among 190,000; inhibition, % at 6.6 µM; AID 1325; IgMXP3 cells, JC-1 efflux, flow cytometry;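 active = inhibition above 80%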;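 note: 0% = DMSO and 100% = nicardipine control wells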
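Test system: IgMXP3 (ABCG2) plus far-red-tagged CCRF-Adr (ABCB1) cells / Amount: 3 million cells/mL in well / Reagent: JC-1 transporter substrate / Timing: 10 min compound exposure, 25 °C / Signal: flow cytometry, 530 nm JC-1 signal / Read-out: percent efflux inhibition, scaled nicardipine 100% to DMSO 0% / Benchmarks: nicardipine as high control, DMSO as low control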
Bim-Bfl-1: human Bim-Bfl-1 interaction inhibition. Q16548. Bead-based flow cytometry, Bim-Bfl-1 binding inhibition. inhibition, % at 10 µM. hit rate 0.12% among 190,000;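 note: 0% = wells without compound plus tracer and 100% = blocker peptide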
Bim-Bcl-W: disrupts Bim peptide binding to human Bcl-W; Q92843; bead-based flow cytometry; inhibition, % at 10 µM; hit rate 0.02% among 190,000;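 note: 0% = bound tracer without compound and 100% = peptide blocker; higher means less fluorescent Bim peptide bound to Bcl-W beads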
Target sequence (Q92843 whole entry, looked up): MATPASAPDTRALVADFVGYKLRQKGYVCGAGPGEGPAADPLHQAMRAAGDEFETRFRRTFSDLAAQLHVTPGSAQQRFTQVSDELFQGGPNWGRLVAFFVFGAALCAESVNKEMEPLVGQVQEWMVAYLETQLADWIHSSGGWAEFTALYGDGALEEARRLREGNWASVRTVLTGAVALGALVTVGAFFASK
GSH bead fluor: GSH bead compound fluorescence profile; GSH beads flow cytometry, compound fluorescence 488/530 nm; active compounds read high; fluorescence (KMESF) at 10 µM; hit rate 0.25% among 190,000; AID 1776; in the data active = fluorescence above about 89;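 note: glutathione beads carrying GST-tagged Bcl family fusion proteins plus one bare bead set; values are compound well signal with DMSO vehicle wells as background; inactives centre near 16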
RGS4-Gao reg: modulates binding of RGS4 to human Galphao; Multiplexed bead flow cytometry; actives lie on both sides; binding response (% of control), % at 10 µM; hit rate 0.33% among 220,000; AID 1415; P09471; in the data active = binding response below about 49% or above about 150%; inactive = in between;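 note: fluorescent Galphao activated with aluminum fluoride binding bead-coupled RGS4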
ABCB1 inh: blocks JC-1 efflux by human ABCB1 transporter | P08183 | CCRF-Adr cells, flow cytometry | inhibition, % at 6.6 µM | hit rate 0.067% among 190,000; in the data active = inhibition above about 40%;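 note: 0% = vehicle and 100% = reference inhibitor; higher value means more JC-1 retained so stronger ABCB1 efflux block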
* marks the source's active call; other numbers are inactive results; ? = inconclusive. Cut-off read from the data, not from the text of the source, unless noted: active = inhibition above about 40%.

SMILES	Bcl-2 Bim block	RGS7-Gao	Bcl-B Bim block	RGS8-Gao	Bcl-XL Bim block	ABCG2 block	Bim-Bfl-1	Bim-Bcl-W	GSH bead fluor	RGS4-Gao reg	ABCB1 inh
S=C(NCc1ccco1)Nc1ccc(Oc2ccccc2)cc1	0	106	1	100	0	4	0	-3	12	100	0.1
N#CC1=C(N)c2ccccc2CC12CCCCC2	-2	102	-5	102	0	-1	-7	0	15	102	-0.2
Cc1ccc(S(=O)(=O)c2c(COC(=O)c3ccc(Cl)cc3)c(-c3ccccc3)nn2C)cc1	11	99	10	98	21	2	12	13	9	104	0.9
CC1=NCCN1S(=O)(=O)c1c(C(C)C)cc(C(C)C)cc1C(C)C	-5	100	-5	102	-5	0	-11	0	62	97	0.2
O=[N+]([O-])c1nn(-c2ccccc2)[n+]([O-])c1N1CCN(c2ccccc2F)CC1	0	84	-4	92	-1	1	-3	0	25	87	0.5
COc1ccc(-c2nc(Cn3c(SCc4ccc(C)cc4)nc4ccncc43)c(C)o2)cc1OC	-8	99	-8	103	-4	4	-9	3	26	99	2.8
CS(=O)(=O)N(CC(=O)NCC1CCCO1)c1cc(Cl)c(Cl)cc1Cl (stereo not drawn)	-1	103	0	99	-5	2	-7	-2	10	101	0.5
COc1ccc(CCNC(=S)Nc2ccc(C)cc2C)cc1	-21	100	-15	103	-9	8	-12	-2	17	104	0.4
O=C1C=C(c2cccs2)C[C@H](c2ccccc2)[C@H]1n1nnc([N+](=O)[O-])n1	-3	100	-8	100	-6	22	0	-3	6	101	4.2
CCOC(=O)c1c(NC(=O)CN2C(=O)NC(C)(c3ccc(Cl)cc3)C2=O)sc(C(=O)NC)c1C (stereo not drawn)	-7	106	-19	108	-17	-1	-5	-22	19	105	0.7
O=S(=O)(c1cccc(-c2cn3cccnc3n2)c1)N1CCOCC1	-6	103	-7	100	-4	26	-10	5	20	101	2.3
Cn1cc(Br)c(C(=O)NN2C(=O)C3C4C=CC(C5CC45)C3C2=O)n1 (stereo not drawn)	1	103	-9	104	0	4	-1	0	20	110	0.7
NS(=O)(=O)c1ccc(CCNS(=O)(=O)c2ccccc2)cc1	0	?	-5	104	-3	0	-2	-3	14	102	0.5
CC(C)OC(=O)c1cc(NC(=O)c2nn(C)cc2Br)cc(C(=O)OC(C)C)c1	-2	98	-1	100	-1	6	0	-2	23	97	7.1
CCOC(=O)c1[nH]c2ccc(F)cc2c1NC(=O)Nc1ccccc1OC	2	102	2	104	-2	-1	5	-2	18	102	-0.1
COC(=O)CCC/C=C1/SCC(NC(=O)c2ccccc2)/C1=N/O (stereo not drawn)	-5	99	-8	98	-7	4	-3	-3	15	104	3.1
C=C(C)Cn1c(CCNC(=O)CC)nc2ccccc21	-12	97	-10	104	-9	10	-22	-3	24	101	1.1
CC1(C)Cc2c(sc(NC(=O)c3ccc4ncsc4c3)c2C(N)=O)C(C)(C)N1	-5	102	-8	101	-6	2	-9	-2	11	102	0.0
Cc1nc2ccc(NC(=O)c3cccnc3)cc2s1	-5	?	-2	98	-3	4	-5	-4	15	97	0.1
O=C(Nc1nc(-c2cccs2)cs1)c1ccc(Cl)cc1	-12	100	-9	99	-9	9	-19	-3	26	99	0.3
CC1(N2CCCCC2)C(=O)c2ccccc2C1=O	-7	99	-9	99	-5	2	-12	-1	17	98	0.4
O=C(O)CCc1ccc(-c2ccccc2)n1NC(=O)c1ccco1	-6	106	-5	107	-10	1	-10	2	43	104	0.3
S=C(NCCc1ccccc1)Nc1ccccc1N1CCOCC1	-4	?	-4	102	0	11	-5	-3	16	99	0.4
O=C(c1ccc(F)c(S(=O)(=O)N2CCOCC2)c1)N(c1ccccc1)c1ccccn1	-5	103	-3	103	-3	4	-3	-1	18	103	0.9
Cc1cc(NC(=O)c2cc(-c3cccnc3)nc3c(C)c(C)ccc23)no1	0	101	-3	103	-5	8	-1	-1	14	100	2.4
SMILES	Bcl-2 Bim block	RGS7-Gao	Bcl-B Bim block	RGS8-Gao	Bcl-XL Bim block	ABCG2 block	Bim-Bfl-1	Bim-Bcl-W	GSH bead fluor	RGS4-Gao reg	ABCB1 inh
Cc1ccccc1NC(=O)CS(=O)(=O)c1cn(CC(=O)N2CCOCC2)c2ccccc12	-4	?	-8	104	-4	0	-6	-2	15	100	0.1
COc1ccc(S(=O)(=O)Nc2cc(C)nn2-c2ccccc2)cc1	0	100	-2	102	-4	1	-6	-4	67	104	0.2
O=C(c1cccs1)N1CCn2c1nc1ccccc12	2	103	1	98	3	2	0	0	7	98	0.1
C=CCNC(=S)/N=c1\sccn1C	2	101	-3	103	-2	6	2	-5	16	104	0.4
C/C(=N\NC(=O)C(N)=O)c1ccc(Br)cc1	-3	107	-8	104	-6	-1	-1	-2	12	103	-0.3
CC(=O)N1CCc2c(sc(NC(=O)CN3C(=O)CCC3=O)c2C(N)=O)C1	-4	97	-12	97	-9	1	-2	-5	14	97	0.3
O=C(CN1c2cccc3cccc(c23)S1(=O)=O)Nc1ccc(S(=O)(=O)N2CCOCC2)cc1	-1	101	-2	98	0	-2	1	-3	10	96	-0.6
CSc1ccc(/C=N\NC(=O)CNc2ccc(C)cc2)cc1	-6	99	-3	99	0	-1	-3	9	6	100	-0.3
Cc1ccc(C(=O)NC(c2ccccc2)C(Cl)Cl)cc1 (stereo not drawn)	0	100	-2	102	0	12	-1	-4	11	103	1.1
CC(C)(C)c1csc(NC2=NS(=O)(=O)c3ccccc32)n1	-9	104	-8	105	-8	-1	-13	0	32	102	0.1
O=c1[nH]c(SCc2n[nH]c(=S)n2-c2ccccc2)nc2sc3c(c12)CCC3	-9	98	-12	98	-13	-8	-16	-7	26	100	-1.4
Cc1ccc(CSc2nnc(-c3ccc(NS(=O)(=O)c4ccccc4)cc3)o2)cc1	-4	97	-2	98	0	-1	-15	0	10	101	0.2
Cc1ccc(C)c(S(=O)(=O)NCc2ccc(C(=O)N3CCCCC3C)cc2)c1 (stereo not drawn)	-5	101	-4	100	-3	0	-10	1	14	101	0.4
O=C(NCCN1CCOCC1)c1c[nH]c2ccc(S(=O)(=O)N3CCOCC3)cc2c1=O	-2	102	-5	100	-9	5	-2	-4	21	103	2.1
COc1cccc(CC2(CO)CCCN(Cc3nc(-c4cccs4)oc3C)C2)c1 (stereo not drawn)	3	101	0	102	-2	4	-5	-1	8	102	1.8
Nc1nc(SCC(=O)Nc2ccccc2Oc2ccccc2)n[nH]1	3	97	0	94	0	8	0	0	20	98	1.8
Cc1nnc(NC(=O)c2ccc3c(c2)OCO3)s1	-3	99	-4	102	0	1	-3	-2	11	103	0.2
CCOC(=O)c1c(N)sc(-c2ccccc2)c1C	0	108	0	103	0	18	-2	-2	14	103	1.1
S=C1CCSc2ccc(Cl)cc2N1	-2	100	-6	117	3	3	-4	-4	45	100	0.7
Cc1ccccc1C(=O)N/N=C/c1ccccn1	0	103	-6	96	-6	0	-1	-3	6	100	-0.1
O=C(C(=O)N1CCN(c2ccc(F)cc2)CC1)c1c[nH]c2ccccc12	-4	?	-4	102	0	1	-3	-2	10	102	-0.4
Nc1nc(SCC(=O)NCCOCCO)nc2sc3c(c12)CCCC3	2	104	0	109	-1	1	3	0	11	106	0.2
Nc1ccc(C(=O)OCc2nc3c(ccc4ccccc43)[nH]2)cc1	0	101	0	103	-3	9	2	-2	59	105	0.8
S=C(Nc1ccc2nc(-c3ccccn3)c(-c3ccccn3)nc2c1)N1CCCCC1	-3	99	-7	100	-1	13	-2	0	14	100	0.6
O=S1(=O)CCN2C=C(Cl)C=C(Cl)C2=N1	-2	105	2	97	3	2	3	-3	15	100	0.7

3 structures from above, sorted by SMILES length, highest first.
SMILES	Bcl-2 Bim block	RGS7-Gao	Bcl-B Bim block	RGS8-Gao	Bcl-XL Bim block	ABCG2 block	Bim-Bfl-1	Bim-Bcl-W	GSH bead fluor	RGS4-Gao reg	ABCB1 inh
O=c1[nH]c(SCc2n[nH]c(=S)n2-c2ccccc2)nc2sc3c(c12)CCC3	-9	98	-12	98	-13	-8	-16	-7	26	100	-1.4
O=S1(=O)CCN2C=C(Cl)C=C(Cl)C2=N1	-2	105	2	97	3	2	3	-3	15	100	0.7
C=CCNC(=S)/N=c1\sccn1C	2	101	-3	103	-2	6	2	-5	16	104	0.4

(listing goes on)
SMILES	Bcl-2 Bim block	RGS7-Gao	Bcl-B Bim block	RGS8-Gao	Bcl-XL Bim block	ABCG2 block	Bim-Bfl-1	Bim-Bcl-W	GSH bead fluor	RGS4-Gao reg	ABCB1 inh
Cc1ccc2nc(C)cc(N/N=C/c3cccnc3)c2c1	-2	103	2	103	4	25	-2	1	12	98	-1.4
Cc1cccc(NC(=O)CSc2nnc(C)n2Cc2ccccc2)c1	-11	101	-9	102	-12	20	-23	-1	31	103	0.4
CCOC(=O)c1cc(OC(=O)c2cccnc2)n(-c2ccccc2)n1	-3	105	-1	111	-2	-3	-2	-6	24	103	0.1
COc1ccc(-c2nnc(N3CCCCC3)c3ccccc23)cc1	-1	97	-1	102	2	3	-6	4	8	102	0.5
COc1cccc2c(C)nc(Nc3nc(CSc4nnc(C)s4)cc(=O)[nH]3)nc12	0	114	-1	112	0	1	0	0	8	109	2.7
COCCCNC(=O)CCn1c(=O)c2ccccc2n(CC(=O)NCCC2=CCCCC2)c1=O	-2	103	0	105	-1	0	-1	0	15	105	0.3
Cc1ccc2[nH]c(=O)c(CN(C)C(=O)c3ccccn3)cc2c1	0	98	-5	96	5	0	-6	-2	28	99	0.0
COc1ccc2[nH]c(=O)c(C(c3nnnn3CC3CCCO3)N3CCc4ccccc4C3)cc2c1 (stereo not drawn)	0	101	0	98	0	4	0	-1	35	96	1.0
CCc1ccc(Oc2coc3cc(OCC(=O)Nc4cc(C)ccc4C)ccc3c2=O)cc1	-14	99	-8	100	-6	11	-19	-3	17	103	0.3
CCCC(=O)N(Cc1cc2ccccc2[nH]c1=O)c1ccccc1OC	2	98	0	103	0	3	-1	-1	22	101	0.9
CN(C)CC#CCOC(c1ccccc1)c1ccccc1	-2	108	-1	105	0	0	-6	-1	10	106	-0.1
Cc1cc(NC(=O)CSc2nnc(COc3cccc(C)c3C)n2Cc2ccco2)no1	-7	95	-11	98	6	-1	-12	0	30	93	-0.2
CCC(C)Sc1nnc(Cc2cc(=O)[nH]c(=O)[nH]2)n1-c1ccc(OC)cc1 (stereo not drawn)	-8	103	-7	100	-3	1	-11	-2	14	101	0.6
CCOC(=O)c1cc(OCC(=O)NC(C)C(C)C)cc(C(=O)OCC)c1 (stereo not drawn)	-1	-9.7*	0	6.1*	0	9	0	-1	11	-31*	1.3
CCOc1ccccc1NC(=O)N1CCC(c2nc3ccc(C)cc3[nH]2)CC1	-9	99	-8	101	-9	6	-10	4	56	106	0.7
CCC(Cc1ccccc1)NC(=O)CCn1cccc1 (stereo not drawn)	-8	100	-6	102	-8	3	-12	2	40	98	0.9
Cn1c(C(=O)N2CCN(c3ccc([N+](=O)[O-])cc3)CC2)cc2c(=O)[nH]c3ccccc3c21	-2	?	1	100	4	7	-4	2	10	102	1.3
COc1cccc2c1OC1(C)CC2N(C(=O)c2ccco2)C(=S)N1c1ccc(F)cc1 (stereo not drawn)	-17	102	-11	101	-7	13	-20	-3	26	100	2.4
COc1cccc(CNC(=O)CCN2C(=S)NC(C)(C)CC2C)c1 (stereo not drawn)	-4	?	-8	99	-4	4	-5	1	15	100	2.8

Screens: PubChem BioAssay, NMMLSC
